# Imprint erasure: qHTS Assay for Compounds that Induce Erasure of Genomic Imprints | AID 1948, 2009 | 110,000 tested, 0.02% active | Potency, µM (highest dose often 60.7 µM), for inactives: top-dose activity change, positive = activation, usual class: activators | mouse ES Peg3-LacZ reporter, beta-gal luminescence, 40 h;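 note: 0% = negative control wells on the plate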
#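 Gelatin-coated wells received 300 freshly trypsinized female ES cells with a Peg3LacZ-Neo reporter on the maternal allele, then incubated 40 hours at 37C. BetaGlo was added for 5 minutes at room temperature before a single luminescence read.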
# p53ts 32C kill: qHTS Screen for Compounds that Selectively Target Cancer Cells with p53 Mutations: Cytotoxicity of p53ts Cells at the Permissive Temperature | H1299-p53A138V at 32C, ATP luminescence viability, 24 h | Potency, µM (titrated, usually from 46.1 µM), without a hit: top-dose activity change, negative = cytotoxicity, hits mostly cytotoxic | 130,000 tested, 0.93% active;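 note: 0% = DMSO and -100% = full killing by reference compound; nearly all actives have a fitted effect of over 55% in size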
#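 Cells: H1299 p53ts (A138V), 600/well, pre-incubated 16–30 h at 37C. Cpd up to 46 uM, 24 h, 32C. Readout: ATPlite luminescence, 20 min RT. Normalization: DMSO vs tamoxifen 100 uM. AC50 by Hill equation.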
# IkB signaling: IkB Signaling. ABC-DLBCL IkBa-CBG/CBR dual luciferase ratio, 4 h; response scale: scaled: untreated 0%, proteasome inhibitor 100%. Potency, µM (doses to about 57.1 µM), inactives show at the highest dose IkBa stabilization activation. 110,000 tested, 0.04% active; active = well fitted curve in the direction sought with a large enough effect in the signal ratio, not every such curve was filed as active; inconclusive = small, poorly fitted or top-dose-only effect, or a change in a side signal; the % refers to the signal ratio;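 note: the direction sought is a rising ratio; 0% = basal untreated cells and 100% = reference inhibitor full response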
#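 Curves were fitted separately to fusion (green), unfused (red) and ratio luminescence, then classed by r2, magnitude and activity. Cells: OCI-Ly3, 4 h compound plus doxycycline at 37C; 10 uM MG-132 defined full response.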
# p53ts 39C tox: qHTS Screen for Compounds that Selectively Target Cancer Cells with p53 Mutations: Cytotoxicity of p53ts Cells at the Nonpermissive Temperature | H1299-p53A138V viability at 39C, ATP luminescence, 24 h | Potency, µM (doses to about 46.1 µM), for inactives: at the top dose activity change, negative = cell killing, actives largely listed as cytotoxic | 130,000 tested, 1.5% active | AID 902, 2007; note: nearly all actives have a fitted effect of over 55% in size
# The depositor's hits bear a star; ? = inconclusive; . = no result given; [ ] = another dose, or the depositor's remark. Unless noted, calls come from the whole dose curve; as a rule, active = well fitted curve in the direction sought with a large enough effect; inconclusive = small, poorly fitted or top-dose-only effect, or another doubt; inactive = no such curve, though single readings can be large; an effect the other way counts as inactive or inconclusive. Unless noted, % is set by controls: 0 for no effect and ±100 for the full control effect; potency is the fitted concentration of half-maximal effect.
SMILES,Imprint erasure,p53ts 32C kill,IkB signaling,p53ts 39C tox
O=C(CSc1nc2c(c(=O)n1-c1ccc(Cl)cc1)SCC2)NCc1ccco1,0.5%,0.8%,1.6%,17.1%
COc1ccc(NC(=O)CSc2ccc(-c3ccccn3)nn2)cc1OC,.,7.5%,.,14.1%
Cc1cnc(CNc2cc(-c3ccc4c(c3)OCO4)ncn2)cn1,-14.4%,-0.9%,0.4%[11.4 µM],-4.7%
O=C(CCn1c(=O)c2sccc2n(CC(=O)Nc2ccccc2)c1=O)NCc1ccccc1Cl,-5.9%[10.9 µM],?,-0.7%,?
Clc1ccc(-c2nnc(SCc3ccon3)o2)c(Cl)c1,-69.5%[inhibitor],10µM*,-0.7%,10µM*
Cc1ccccc1C(=O)Nc1cccc(OCc2cc(=O)n3c(C)csc3n2)c1,3.2%[10.9 µM],-1.3%,?,6.1%
COc1ccc(-c2cn3c(n2)sc2cc(C(=O)Nc4ccccc4F)ccc23)cc1,-8.5%[10.9 µM],1.1%,?,27.0%
COc1ccc(CNS(=O)(=O)c2cc(C(=O)Nc3cc(Cl)cc(Cl)c3)ccc2F)cc1,-6.4%[10.9 µM],3.3%,?,?
CCSc1ccc(C(=O)Nc2ccc(-c3nc4ccc(C)cc4s3)cc2)cc1,-8.7%[10.9 µM],-4.5%,1.4%,0.5%
CC(=O)c1ccc(NC(=O)c2ccc3c(c2)N(Cc2cccc(Cl)c2)C(=O)c2ccccc2S3=O)cc1 (stereo not drawn),-16.6%[10.9 µM],24.3%,0.5%,1.6%

# Part of the list above, as labelled records:
smiles: O=C(CSc1nc2c(c(=O)n1-c1ccc(Cl)cc1)SCC2)NCc1ccco1
- Imprint erasure: 0.5%
- p53ts 32C kill: 0.8%
- IkB signaling: 1.6%
- p53ts 39C tox: 17.1%

smiles: O=C(CCn1c(=O)c2sccc2n(CC(=O)Nc2ccccc2)c1=O)NCc1ccccc1Cl
- Imprint erasure: -5.9%[10.9 µM]
- p53ts 32C kill: ?
- IkB signaling: -0.7%
- p53ts 39C tox: ?

smiles: COc1ccc(CNS(=O)(=O)c2cc(C(=O)Nc3cc(Cl)cc(Cl)c3)ccc2F)cc1
- Imprint erasure: -6.4%[10.9 µM]
- p53ts 32C kill: 3.3%
- IkB signaling: ?
- p53ts 39C tox: ?

smiles: Clc1ccc(-c2nnc(SCc3ccon3)o2)c(Cl)c1
- Imprint erasure: -69.5%[inhibitor]
- p53ts 32C kill: 10µM*
- IkB signaling: -0.7%
- p53ts 39C tox: 10µM*

# Following part
SMILES,Imprint erasure,p53ts 32C kill,IkB signaling,p53ts 39C tox
COc1ccc(Cl)cc1NC(=O)C(C)n1nnc2sc3c(c2c1=O)CCCC3 (stereo not drawn),-13.2%[10.9 µM],-5.9%,?,-0.9%
COc1ccc2oc(=O)c(C(=O)NCCc3c(C)[nH]c4ccc(Br)cc34)cc2c1,-6.3%[10.9 µM],-5.7%,?,6.8%
CCOC(=O)Cc1nnc(NC(=O)C(CC)Sc2nc(C)cc(=O)[nH]2)s1 (stereo not drawn),-3.2%,-3.1%,0.4%,6.1%
COc1ccc(CNC2CCCCC2C)c(OC)c1 (stereo not drawn),-12.3%,-2.5%,1.3%,-8.4%
CC1CCN(C(=O)CSc2nnc(Cn3c(=O)sc4ccccc43)n2C)CC1,-9.8%,0.0%,0.7%,1.6%
CCC(C)(C)NC(=O)C(c1ccc(C)cc1)N(Cc1cccnc1)C(=O)c1csnn1 (stereo not drawn),.,1.9%,.,-3.6%
COc1ccccc1N(CC(=O)NC1CCCC1)C(=O)c1csnn1,-11.6%,10.1%,?,4.5%
Cc1nc2nc(C)c(CCC(=O)Nc3ccc4c(c3)OCO4)c(C)n2n1,10.7%,-8.1%,-1.3%,-2.4%
COc1cccc(CNC(=O)CCn2ccc3cc(S(=O)(=O)N4CCCC4)ccc32)c1,-6.6%[10.9 µM],3.1%,0.5%,5.7%
O=C(O)c1ccc(C(=O)O)c(C(=O)Nc2ccc3c(c2)Cc2ccccc2-3)c1,-6.3%[10.9 µM],3.1%[9.22 µM],9.8%[11.4 µM],3.8%[9.22 µM]
CN(C(=O)c1ccc2c(c1)OCO2)C1(C(=O)NC2CCCC2)CCCCC1,-10.8%,-5.1%,-0.5%,-4.8%
Cc1noc(C)c1CSc1nnc(-c2ccncc2)n1-c1ccc(Cl)c(Cl)c1,-7.7%,0.3%,1.8%,-1.0%
Cc1cc2ccccc2n1CCNC(=O)COc1ccccc1,-15.5%,-4.1%,-4.2%,15.1%
CCN(CC)C(=O)C1CCN(C(=O)c2cnn(-c3ccccc3)c2-n2cccc2)CC1,10.7%[10.9 µM],-0.1%,-1.7%,-7.6%
O=C1CCC2c3ccc4ccccc4c3CCN12 (stereo not drawn),.,2.1%,.,-5.5%
CCOC(=O)c1ccc(NC(=O)CSC2=NC(=O)C(CC)C(=O)N2)cc1 (stereo not drawn),-19.3%,-17.8%,2.9%,-1.7%
Cc1cc(NC(=O)c2cc(-c3cccc(Cl)c3)on2)no1,6.8%,-13.1%,-2.0%,-6.7%
CC(=O)N1c2ccc(S(=O)(=O)NCC3CCC(C(=O)Nc4ccccc4C)CC3)cc2CC1C (stereo not drawn),-13.3%[10.9 µM],3.6%,0.6%,-10.3%
CCOc1cccc(C(=O)N(Cc2ccc(CC)cc2)C2CCS(=O)(=O)C2)c1 (stereo not drawn),-4.8%[10.9 µM],8.8%,-3.0%,-0.8%
OCCCNc1ncnc2[nH]ncc12,1.7%[10.9 µM],9.5%[9.22 µM],0.4%[11.4 µM],14.6%[9.22 µM]

# 2 compounds from above, reduced to p53ts 39C tox.
compound	p53ts 39C tox
Cc1ccccc1C(=O)Nc1cccc(OCc2cc(=O)n3c(C)csc3n2)c1	6.1%
COc1ccc(CNS(=O)(=O)c2cc(C(=O)Nc3cc(Cl)cc(Cl)c3)ccc2F)cc1	?

# Next entries follow.
SMILES,Imprint erasure,p53ts 32C kill,IkB signaling,p53ts 39C tox
CCc1nnc2c3ccccc3nc(Nc3cc(C)cc(C)c3)n12,9.8%[10.9 µM],2.6%,2.5%,4.4%
CCC(=O)N1CCN(c2ccc(Cl)cc2NC(=O)c2ccc3c(c2)OCCO3)CC1,-13.9%,3.6%,-2.5%,-3.9%
CN(C)C(=O)N1CCC(C(=O)NCc2ccc(F)cc2)CC1,-4.3%,-4.9%,-0.8%,13.6%
O=C(NCCc1ccc(F)cc1)C(=O)NCC(c1cccs1)S(=O)(=O)c1ccccc1 (stereo not drawn),-19.7%[10.9 µM],-6.0%,1.7%,-11.8%
CCOc1ccc(OCC)c(C2C(C#N)=C(N)N(c3cccnc3)C3=C2C(=O)CC(C)(C)C3)c1 (stereo not drawn),-12.7%,1.5%,2.1%,10.7%
CCC1CN(C(=O)N2CCC(C(=O)NCc3cccc(OC)c3OC)CC2)c2cc(C)ccc2O1 (stereo not drawn),-4.5%[10.9 µM],12.8%,?,?
CC(C)(O)c1nnn(-c2ccccc2)c1C(F)(F)F,.,-3.7%,19.5%,-3.8%
CCOc1ccccc1Oc1c(C)oc2c(CN3CCN(C)CC3)c(O)ccc2c1=O,14.9%,6.6%,1.9%,25.1%
CCCCC(NC(C)=O)c1nc2ccccc2n1CCC (stereo not drawn),-13.6%,-2.1%,-1.2%,-5.2%
CC(=O)c1cccc(NC(=O)c2cc(C(C)C)on2)c1,-40.7%[inhibitor],?,?,?
O=C(c1cccc(Cl)c1)N(Cc1ccco1)Cc1ccccc1Cl,-6.5%[10.9 µM],12.0%,?,-12.8%
O=S(=O)(Cc1ccc(Cl)cc1)N1CCCC1,6.6%,10.2%,-1.1%,13.8%
Cc1cc(Br)cc2c1N(Cc1ccccc1OC(C)C)C(=O)C2=O,-10.0%[10.9 µM],?,?,?
Cc1cc(C)nc(NC(=O)c2c(-c3c(Cl)cccc3Cl)noc2C)n1,-8.7%,7.0%,4.6%,-10.3%
COc1ccccc1C(=O)Nc1ccc(-c2nc3cc(C)cc(C)c3o2)cc1,2.5%[10.9 µM],4.7%,1.8%,42.0%[activator]
Cc1c(Cl)cc(C(C)(C)C)c(O)c1Cc1c(C)c(Cl)cc(C(C)(C)C)c1O,-23.8%[10.9 µM],?,?,?
CCOC(=O)CSc1nnc(N)s1,-5.5%,-1.5%,0.4%,0.4%
Cc1nnc(SCC(=O)Nc2ccc3c(c2)OCO3)o1,8.6%,-0.6%,-0.7%,-1.3%
COc1ccccc1NS(=O)(=O)c1ccc(NC(C)=O)cc1,-12.8%,11.5%,4.1%,-2.0%
C=CCn1c(SCC(=O)NCc2ccc3c(c2)OCO3)nnc1C1COc2ccccc2O1 (stereo not drawn),-7.7%,5.8%,1.2%,-3.6%
COC(=O)[C@@]1(Cc2ccc(OC)cc2)[C@H]2c3cc(C(=O)N4CCCC4)n(CCCNc4ncc(C(F)(F)F)cc4Cl)c3C[C@H]2CN1C(=O)c1ccccc1,-18.6%,17.5%,.,10.3%
Cc1nc(NCc2ccco2)c2oc3ccccc3c2n1,-16.2%,-12.7%,-2.9%,-6.6%
CCOC(=O)N1CCC(N2C(=O)c3ccccc3C2Nc2cc(Cl)c(OC)cc2OC)CC1 (stereo not drawn),-17.1%,8.4%,-1.2%,0.7%
Cc1cc(=O)[nH]c2c1cnn2Cc1ccccc1,-17.1%,-24.7%,7.2%,-20.0%
CCCC(=O)C1=C(c2cccc(OC)c2)N(C(=O)CCC)n2c(C)nnc2S1,16.8%[10.9 µM],-15.0%,14.9%,-17.6%
Cc1ccccc1CS(=O)(=O)Cc1ccc(C(=O)NCc2ccc(F)cc2)o1,-13.8%[10.9 µM],-5.1%,1.1%,-16.3%
O=C1CCC(=O)N1OCCCCOc1ccccc1,-20.1%,1.5%,-2.5%,-1.4%
Cc1ccccc1NC(=O)C1CCN(S(=O)(=O)c2cccc3nonc23)CC1,-4.5%[10.9 µM],3.6%,1.7%,4.6%
Cc1cccc(-n2c3nc(=O)[nH]c(=O)c-3cc3ccc(Cl)cc32)c1C,-13.3%[10.9 µM],27.5%,?,43.7%[activator]
Cc1oc2cc3oc(=O)c(CC(=O)N4CCCCC4)c(C)c3cc2c1C,5.0%[10.9 µM],-7.0%,-0.4%,-1.4%
COC(=O)c1[nH]c2cccc(OC)c2c1NC(=O)CN1CCC(C(N)=O)(N2CCCCC2)CC1,-4.7%,8.6%,0.2%,8.6%
CCCCNC(=O)CS(=O)Cc1nc(-c2ccc(C)cc2)oc1C (stereo not drawn),0.4%,-1.6%,-3.2%,2.1%
CSc1ccccc1N=CC1=C(O)CC(C)(C)CC1=O,9.1%,-1.1%,-2.4%,1.3%
O=C(CSc1n[nH]c(-c2ccccc2)n1)N1CCCCC1,-8.3%[10.9 µM],-28.0%,-1.4%,-18.0%
COc1cccc(NC(=O)NC2CCN(Cc3nnnn3Cc3ccc(F)cc3)CC2)c1,-8.8%,-2.7%,0.4%,-1.8%
COc1ccccc1CN1CCCC2(CCN(C(=O)c3ccncc3)CC2)C1,.,0.8%,2.2%[11.4 µM],-9.7%
COc1ccccc1/C=C/C=N/NC(=O)CCC1C(=O)NN=C1C (stereo not drawn),.,-10.2%,.,-0.5%
COc1ccc(OCC(O)CNC(=O)c2ccc(Br)cc2)cc1 (stereo not drawn),-27.6%,2.5%,6.5%,2.8%
CCC1CCC(C(=O)NC(C(=O)Nc2cccc(OC)c2)C(C)C)CC1 (stereo not drawn),20.6%[10.9 µM],14.0%,?,-18.0%
CC(=O)OC1CC(OC(C)=O)[C@]2(C)C(CC(=O)[C@]3(C)C2CC[C@@]2(C)C(c4ccoc4)OC(=O)C4O[C@@]423)C1(C)C (stereo partly drawn),-6.5%,-0.8%,.,-1.9%
COc1ccc(-c2cc(C(F)(F)F)c(C#N)c(SCC(=O)Nc3ccc(F)cc3)n2)cc1,-5.4%[10.9 µM],5.2%,?,15.8%
CCC(C(=O)NCc1ccccc1OC)n1nc(C)n2c(cc3occc32)c1=O (stereo not drawn),-10.7%[10.9 µM],11.4%,1.3%,1.4%

# Bioassay records: PubChem, National Center for Advancing Translational Sciences (NCATS)
